Bioassay records deposited in PubChem by several laboratories.
MEKK2 mut-MEK5: signal of MEK5 binding to mutant human MEKK2 PB1 domain; 290,000 tested, 0.35% active; percent response, % at 10 µM; bead flow cytometry, Alexa488-MEK5 binding to MEKK2 mutant; in the data active = percent response above about 24%, passing the limit was not always enough; also: inactives centre near 1; some results filed as inactive read as strong as hits; reference of the scale not given here
IDE cell activ: IDE (human) activation, cell-based; activation, % at 5.96 µM; HEK cells, FAbeta-B cleavage, fluorescence polarization; 0% vehicle, 100% cell-free pure enzyme wells; 340,000 tested, 0.073% active; P14735;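 active = activation above the mean of all tested compounds plus 3 SD, set per screening campaign, cut at about 17% in these data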
p-CIP stab down: p/CIP protein destabilization; Q05BA5; F442A p/CIP-EGFP cells, EGFP fluorescence, 16 h; decrease of EGFP signal, % at 10 µM; 290,000 tested, 0.01% active;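 active = EGFP signal decrease of at least 30% at 10 µM or well 3 SD below plate mean, unless failing retest; inactive = the rest, including hits failing retest or dose response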; also: some compounds called inactive have numbers as strong as hits; many of its hits are not listed in these tables
Target sequence (Q05BA5 1-1403): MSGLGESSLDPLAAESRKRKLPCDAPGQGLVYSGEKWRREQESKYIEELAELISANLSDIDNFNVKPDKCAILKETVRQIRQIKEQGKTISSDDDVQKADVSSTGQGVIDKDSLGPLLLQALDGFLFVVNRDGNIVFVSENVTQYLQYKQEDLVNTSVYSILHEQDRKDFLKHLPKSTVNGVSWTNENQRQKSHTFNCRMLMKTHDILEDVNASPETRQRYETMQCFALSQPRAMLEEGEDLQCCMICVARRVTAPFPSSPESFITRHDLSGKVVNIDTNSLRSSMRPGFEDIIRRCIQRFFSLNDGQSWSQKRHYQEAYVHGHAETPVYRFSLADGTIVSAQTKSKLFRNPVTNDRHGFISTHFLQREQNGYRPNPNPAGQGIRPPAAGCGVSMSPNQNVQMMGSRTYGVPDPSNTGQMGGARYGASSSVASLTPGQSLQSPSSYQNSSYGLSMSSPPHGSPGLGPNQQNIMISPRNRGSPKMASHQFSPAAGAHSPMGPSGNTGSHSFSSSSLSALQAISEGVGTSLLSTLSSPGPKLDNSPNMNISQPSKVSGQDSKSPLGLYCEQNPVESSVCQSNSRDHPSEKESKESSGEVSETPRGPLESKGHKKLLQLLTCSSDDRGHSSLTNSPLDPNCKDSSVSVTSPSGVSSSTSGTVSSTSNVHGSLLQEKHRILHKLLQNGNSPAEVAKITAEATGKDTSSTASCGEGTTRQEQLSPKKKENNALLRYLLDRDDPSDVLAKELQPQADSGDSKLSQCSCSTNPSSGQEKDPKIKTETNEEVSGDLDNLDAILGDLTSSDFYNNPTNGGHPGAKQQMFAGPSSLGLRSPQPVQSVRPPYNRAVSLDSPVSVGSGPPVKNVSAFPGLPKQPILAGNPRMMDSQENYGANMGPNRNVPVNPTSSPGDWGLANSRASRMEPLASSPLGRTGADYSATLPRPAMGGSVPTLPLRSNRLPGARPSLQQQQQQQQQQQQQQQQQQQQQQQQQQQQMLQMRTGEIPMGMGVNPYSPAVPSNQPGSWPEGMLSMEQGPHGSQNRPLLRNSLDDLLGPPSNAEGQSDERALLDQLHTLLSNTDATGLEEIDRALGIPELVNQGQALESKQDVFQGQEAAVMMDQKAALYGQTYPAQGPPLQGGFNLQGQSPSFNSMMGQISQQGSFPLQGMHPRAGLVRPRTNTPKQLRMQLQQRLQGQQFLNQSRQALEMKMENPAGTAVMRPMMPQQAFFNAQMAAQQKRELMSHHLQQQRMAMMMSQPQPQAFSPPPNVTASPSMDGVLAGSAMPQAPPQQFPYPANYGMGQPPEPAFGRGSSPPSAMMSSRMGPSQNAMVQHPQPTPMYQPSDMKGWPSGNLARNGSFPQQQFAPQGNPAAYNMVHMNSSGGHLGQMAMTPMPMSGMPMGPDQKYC
IDE inh: inhibitors of human insulin-degrading enzyme in cells. P14735. HEK cells, FAbetaB cleavage, fluorescence polarization. inhibition, % at 5.59 µM. 320,000 tested, 0.41% active. AID 434962;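 active = percent inhibition above the average of all tested compounds plus 3 SD, set per screening campaign, cut at about 16% in these data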;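 also: IDE supplied by intact live HEK cells; FP after avidin binding of uncleaved biotin substrate so inhibition keeps polarization high; 0% = DMSO wells and 100% = 60 µM reference IDE inhibitor Ii1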
UBC9 SUMO inh: inhibitors of human SUMOylation (UBC9); HTRF SUMOylation assay, SAE1/SAE2 + UBC9, in vitro; 290,000 tested, 0.36% active; inhibition, % at 35 µM; in the data active = inhibition above about 50%, passing the limit was not always enough; also: strong numbers were not always called active
PfM18AAP inh: blocks P. falciparum M18 aspartyl aminopeptidase; inhibition, % at 7.35 µM; recombinant PfM18AAP, H-Glu-NHMec fluorogenic cleavage; AID 1822; 290,000 tested, 1.2% active;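 active = inhibition above the campaign mean inhibition over all tested compounds plus 3 SD, cut at about 28% in these data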;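 also: 0% = plate median of test compound wells and 100% = 2 mM ZnCl2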
MEKK3 PB1 HTS: MEKK3-MEK5 PB1 interaction, increase or decrease; 290,000 tested, 1.4% active; AID 1529; binding response (% of control), % at 10 µM; Q99759; bead-based flow cytometry, Alexa488-MEK5 binding to MEKK3; actives lie on both sides; 0 = blocked by unlabeled MEK5, 100 = vehicle;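 active = binding response more than 3 SD above or below the average of its plate-row segment, actives on both sides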;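 also: Alexa488 bead fluorescence after subtracting the streptavidin-only scavenger bead signal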
MEKK2 WT-MEK5: raises or lowers MEK5 binding to wildtype human MEKK2 PB1 domain | AID 1531 | binding response (% of control), % at 10 µM | bead flow cytometry, Alexa488-MEK5 binding to MEKK2 WT; actives lie on both sides | Q9Y2U5 | 290,000 tested, 1.1% active; in the data active = binding response below about 67% or above about 130%
NALP1 inh: blocks the NALP1 inflammasome reconstituted in yeast. S. cerevisiae NALP1/ASC/caspase-1 growth, X-gal OD620, 72 h. inhibition, % at 10 µM. 280,000 tested, 0.61% active. AID 2071; in the data active = inhibition mostly above about 24%, no sharp cut-off; inactive = mostly below about 32%; also: some compounds called inactive have numbers as strong as hits
Starred values were filed as active, the others as inactive; · = not tested or not shown.

SMILES	PfM18AAP inh	IDE cell activ	IDE inh	MEKK2 mut-MEK5	NALP1 inh	MEKK2 WT-MEK5	UBC9 SUMO inh	MEKK3 PB1 HTS	p-CIP stab down
CC(C)(Oc1ccc(Cl)cc1)C(=O)NCCCn1ccnc1	-1	0	3	2	8	105	6	103	-4
Cn1nc(CC(=O)NC2CCCCCC2)c2ccccc2c1=O	2	2	1	14	7	118	15	116	-24
COc1cc(OC)cc(C(=O)Nc2nc(-c3ccccc3)c(-c3ccccc3)o2)c1	1	-3	4	2	13	108	-23	154*	-4
COc1cccc(C2N(c3ccc(Cl)cc3)C(=O)C3CCCN32)c1 (stereo not given)	-2	5	0	1	-7	107	-2	107	10
Cc1cc(C)c2nc(NC(=O)c3cc(C)on3)sc2c1	0	-4	-7	6	12	100	0	100	0
Cc1cc(N2CCCCC2)nc(N2CCCCC2)n1	-15	3	3	3	21	103	10	103	8
CCCCn1c(-c2csc(C(C)C)c2)n[nH]c1=S	7	-2	6	-2	19	101	25	100	-3
CC1(C)CC(=O)C=C(NCCN2CCN(C(=S)Nc3ccccc3)CC2)C1	-4	-2	2	1	11	100	19	94	9
COc1ccc(C(=O)CNC2=NCCC2)cc1	-7	6	4	3	16	102	9	102	8
C/C(=N\NC(=O)c1c(Cl)cnn1C)c1ccc(NC(=O)c2ccncc2)cc1	3	4	-3	-2	25	92	0	91	-4
COc1ccccc1-c1cc(C(=O)N/N=C/c2cccs2)c2ccccc2n1	3	6	3	·	16	·	3	·	-3
Cc1c(C(c2cccc([N+](=O)[O-])c2O)c2c(C)n(C)n(-c3ccccc3)c2=O)c(=O)n(-c2ccccc2)n1C	-3	0	0	12	-1	108	-4	103	-11
Cc1cc(N2CCCC2)c(C)cc1C=O	-9	2	0	-6	11	-46*	8	95	20
CC(=O)NCCC(=O)Nc1ccc(F)cc1C	1	3	-3	4	14	96	13	95	-9
COc1ccc(C(=O)OCC(=O)NCc2ccco2)cc1OC	14	3	4	7	·	111	-7	105	-6
CCCCC(=O)Nc1ccc(C(=O)NNC(=O)CCc2ccccc2)cc1	-7	2	0	-2	-3	93	24	93	-5
Cc1nc(SCC(=O)c2ccccc2)[nH]c(=O)c1Oc1ccc(Cl)cc1	0	1	-6	-1	12	107	-11	105	-5
COc1nn(CC(=O)N2N=C(C)CC2(O)C(F)F)cc1[N+](=O)[O-] (stereo not given)	1	5	1	0	16	108	2	107	-3
CCN(CC)S(=O)(=O)c1ccc(NC(=O)c2ccccn2)cc1	-5	4	-2	0	10	98	12	97	1
Cc1cc(NC(=O)c2ccc(Cl)cc2)n(CCC#N)n1	-2	4	-2	-1	15	101	1	100	-5
COc1cc(S(=O)(=O)N2CCN(c3ccccc3F)CC2)ccc1Cl	-1	-6	6	3	8	103	-4	107	-12
COc1ccc(Nc2nc(N3CCOCC3)nc(N3CCOCC3)n2)cc1Cl	1	0	5	2	5	105	-6	102	7
CCOC(=O)CCc1c(C)c(C#N)c2nc3ccccc3n2c1-n1ccnc1C	3	7	-5	2	·	101	30	101	-6
Cc1cc(C)nc(N2CCC(C(=O)NCc3cccs3)CC2)n1	-4	3	1	4	26	105	9	104	-5

Among those listed so far, eight contain sulfur:
SMILES	PfM18AAP inh	IDE cell activ	IDE inh	MEKK2 mut-MEK5	NALP1 inh	MEKK2 WT-MEK5	UBC9 SUMO inh	MEKK3 PB1 HTS	p-CIP stab down
Cc1cc(C)c2nc(NC(=O)c3cc(C)on3)sc2c1	0	-4	-7	6	12	100	0	100	0
CCCCn1c(-c2csc(C(C)C)c2)n[nH]c1=S	7	-2	6	-2	19	101	25	100	-3
CC1(C)CC(=O)C=C(NCCN2CCN(C(=S)Nc3ccccc3)CC2)C1	-4	-2	2	1	11	100	19	94	9
COc1ccccc1-c1cc(C(=O)N/N=C/c2cccs2)c2ccccc2n1	3	6	3	·	16	·	3	·	-3
Cc1nc(SCC(=O)c2ccccc2)[nH]c(=O)c1Oc1ccc(Cl)cc1	0	1	-6	-1	12	107	-11	105	-5
CCN(CC)S(=O)(=O)c1ccc(NC(=O)c2ccccn2)cc1	-5	4	-2	0	10	98	12	97	1
COc1cc(S(=O)(=O)N2CCN(c3ccccc3F)CC2)ccc1Cl	-1	-6	6	3	8	103	-4	107	-12
Cc1cc(C)nc(N2CCC(C(=O)NCc3cccs3)CC2)n1	-4	3	1	4	26	105	9	104	-5

(next part)
SMILES	PfM18AAP inh	IDE cell activ	IDE inh	MEKK2 mut-MEK5	NALP1 inh	MEKK2 WT-MEK5	UBC9 SUMO inh	MEKK3 PB1 HTS	p-CIP stab down
CC1(C)C2([N+](=O)[O-])CN3CC1([N+](=O)[O-])CN(C2)C31CCCC1	0	-2	7	4	6	104	24	102	-4
Cc1cc(NC(=O)CCOc2ccccc2)no1	1	3	7	1	3	97	8	102	-8
OCC1(CCOc2ccccc2)CCN(Cc2ccc3c(c2)OCCO3)CC1	-10	-5	-5	-12	-7	74	0	77	-7
COc1ccc(NC(=O)COC(C)=O)cc1OC	-1	3	-2	-8	-10	94	3	99	-2
COc1ccc(Nc2oc(-c3ccco3)nc2S(=O)(=O)c2ccc(F)cc2)cc1	10	3	5	-1	17	96	10	123	-8
CCOc1ccc(OCC)c(S(=O)(=O)NCc2ccccc2)c1	-2	2	0	8	11	110	15	104	-2
CCOCCCNC(=O)Cc1ccc(-n2c(CC)nc3cccnc32)cc1	-9	6	·	4	1	98	-4	95	-5
COc1ccc(OC)c(S(=O)(=O)NC(C)CCc2ccccc2)c1 (stereo not given)	1	4	0	4	-4	104	2	99	4
Oc1ccc(-c2nnc(Nc3cccc(O)c3)c3ccccc23)cc1	-2	7	-5	-10	44*	90	13	89	-2
Cc1nn(-c2ccccc2)c2sc(C(=O)N(Cc3ccco3)C(C)C(=O)NC(C)(C)C)cc12 (stereo not given)	-8	5	0	·	18	·	-11	·	3
Cc1nc2nc[nH]n2c(=O)c1CCOC(=O)c1ccccc1F	-10	7	6	2	6	104	10	106	0
NC(=O)CC(NC(=O)c1cccc(Br)c1)c1ccc(NC2CCN(Cc3ccccc3)CC2)c([N+](=O)[O-])c1 (stereo not given)	1	-4	-2	-1	13	108	0	101	-13
CCOc1ccc(C(=O)NCCN(C)C)cc1	1	8	2	-5	21	92	14	93	-12
COc1cccc(NC(=O)Cn2c3ccc(F)cc3c3nc4n(c(=O)c32)CCS4)c1	3	5	1	11	17	105	·	105	-14
CCn1ccc(C(=O)Nc2ncc(C)s2)n1	-1	1	-3	6	14	107	9	98	-1
Cc1csc(/C(C#N)=N/O)n1	-1	2	3	6	24	103	18	103	-6
Cc1ccc(S(=O)(=O)N2CCCCC2C(=O)O)cc1 (stereo not given)	-5	6	-4	-15	-20	80	3	92	-25
CC1CCN(C(c2ccccc2)c2nnnn2C(C)(C)C)CC1 (stereo not given)	1	-1	1	1	20	98	5	100	4
c1cncc(CNc2ncn[nH]2)c1	6	2	-5	7	-11	102	10	106	-4
O=C(Nc1ccc(S(=O)(=O)Nc2nccs2)cc1)c1c(F)c(F)c(F)c(F)c1F	0	-1	-2	10	-20	112	-6	104	10
CCC(CC)c1nnc(NC(=O)c2cc(-c3ccccc3)nc3ccccc23)s1	-15	-2	4	3	25	92	3	93	-10
COc1cccc(CNC(=O)C2CCN(S(=O)(=O)c3ccc(C)cc3)CC2)c1	-3	0	-2	-5	7	97	-8	99	-24
Cc1cc(C)nc(Nc2n[nH]c(-c3cccc4ccccc34)n2)n1	0	-6	9	·	8	·	28	·	0
N#C/C(=C\c1ccccc1C(F)(F)F)C(=O)Nc1ccccc1F	-2	3	1	-3	40	100	2	97	-2
Cc1cc2oc(C(=O)N(Cc3ccc(N(C)C)cc3)CC3CCCO3)c(C)c2cc1C (stereo not given)	3	11	0	-1	13	100	9	103	-4
Cn1c(CNC(=O)c2ccc3c(c2)OCO3)nnc1SCC(=O)Nc1ccccc1Cl	-5	5	-3	3	-53	98	10	105	-1
O=C1C2C3c4ccccc4C(Br)(c4ccccc43)C2C(=O)N1c1ccccc1O (stereo not given)	-7	2	2	0	30	98	-26	102	-3
Cc1ccc(N2CN=C(c3ccccc3)NC2=S)cc1	-2	1	0	-2	21	98	-6	103	3
Cc1ccc2c(c1)C(c1ccccc1)N(C(=O)c1ccc(Br)cc1)CC(=O)N2 (stereo not given)	-4	4	·	-4	12	96	-7	99	2
Cc1onc(-c2c(Cl)cccc2Cl)c1C(=O)Nc1c(C)n(C)n(-c2ccccc2)c1=O	9	5	·	6	8	123	8	122	-1
COC(=O)c1ccccc1NC(=O)N1CCN(S(=O)(=O)c2ccc(Cl)cc2)CC1	1	-4	9	-5	-3	86	-9	88	-15

A portion of the library; the hit share may differ from the screen's.
